GRK2 inh = inhibitors of human GRK2 displacing RNA aptamer; P25098; AID 488847; inhibition of aptamer binding, % at 10 µM; 0.59% of 330,000 active; bead flow cytometry, FAM-aptamer displacement from GRK2;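 active = inhibition of aptamer binding above 40%, roughly 3 SD of noise, on plates passing a quality check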;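 note: median bead fluorescence of bound FAM aptamer so fluorescent compounds give negative values; no value below 0 was filed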
MEX-5 binding = C. elegans MEX-5 TCR-2 RNA binding activity; Q9XUB2; MEX-5/FITC-TCR2 RNA binding, fluorescence polarization; stronger effect = lower value; activity score (negative = inhibition of binding), % at 10 µM; 0.38% of 300,000 active; AID 1832;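 active = inhibition past about -25% in most replicates, and total fluorescence under double the plate's negative control median, limit read from the data; inconclusive = replicates evenly split on the limit, or fluorescence at least double controls; inactive = too little inhibition in most replicates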;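 note: 0% = DMSO and -100% = 5 µM competing unlabeled TCR2 RNA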
Target sequence (Q9XUB2 whole entry, looked up): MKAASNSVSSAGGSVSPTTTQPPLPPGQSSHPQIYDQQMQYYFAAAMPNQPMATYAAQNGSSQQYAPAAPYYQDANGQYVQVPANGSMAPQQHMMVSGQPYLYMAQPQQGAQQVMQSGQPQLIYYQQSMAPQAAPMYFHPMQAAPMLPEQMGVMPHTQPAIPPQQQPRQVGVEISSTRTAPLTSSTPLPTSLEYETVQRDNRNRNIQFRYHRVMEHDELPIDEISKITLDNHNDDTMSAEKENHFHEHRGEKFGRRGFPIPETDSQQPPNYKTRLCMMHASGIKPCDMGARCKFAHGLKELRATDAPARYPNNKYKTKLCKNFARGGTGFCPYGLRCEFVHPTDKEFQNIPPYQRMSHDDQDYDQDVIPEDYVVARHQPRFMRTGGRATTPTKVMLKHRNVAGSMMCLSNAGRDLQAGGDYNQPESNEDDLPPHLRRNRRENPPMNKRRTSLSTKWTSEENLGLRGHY
AGP1-GFP MLPCN = modulators of TOR pathway AGP1-GFP in S. cerevisiae. S. cerevisiae AGP1-GFP multiplex flow cytometry, 3 h; GFP as percent of DMSO wells. GFP response vs DMSO, % at 10 µM. 0.02% of 320,000 active. AID 2066;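 active = GFP response relative to DMSO above a set limit, near screen average plus 3 SD, cut at about 150% in these data; inconclusive = fewer than 70 cells counted for the yeast strain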;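 note: median GFP channel fluorescence of the gated AGP1 strain per well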
VLA-4 inh = inhibition in a human VLA-4 binding assay | VLA-4 expressing cells, ligand binding flow cytometry | inhibition, % (about 7 µM as worked out from the volumes in the protocol) | 0.2% of 330,000 active | AID 2557; in the data active = inhibition above about 50%
Fam108B counter = Fam108B inhibition, counter-screen for RBBP9 inhibitors. 0.33% of 300,000 active. inhibition, % at 9.51 µM. recombinant Fam108B, FP-Rh probe fluorescence polarization;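 active = inhibition above the screen mean inhibition plus 3 SD, computed separately per campaign, cut at about 18% in these data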;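 note: inhibitors lower polarization as less probe binds the enzyme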
Bcl-xL primary = inhibitors of human Bcl-xL; Q07817; inhibition, % at 10.9 µM; GST-Bcl-xL / FITC-Bim BH3 peptide fluorescence polarization; 0.7% of 320,000 active;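 active = inhibition above the mean of all tested compounds plus 3 SD, cutoff set per campaign, cut at about 30% in these data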;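 note: 0% = DMSO wells and 100% = unlabeled Bim-BH3 peptide competitor; inhibitors lower millipolarization by displacing the labeled peptide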
Target sequence (Q07817 whole entry, looked up): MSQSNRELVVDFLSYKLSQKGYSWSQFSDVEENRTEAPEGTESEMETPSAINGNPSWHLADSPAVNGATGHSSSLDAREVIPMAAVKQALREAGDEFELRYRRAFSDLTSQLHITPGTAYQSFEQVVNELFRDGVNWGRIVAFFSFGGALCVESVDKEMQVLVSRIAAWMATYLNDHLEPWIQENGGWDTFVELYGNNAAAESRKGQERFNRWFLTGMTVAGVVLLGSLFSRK
CIT2 TOR yeast = alters CIT2-GFP fluorescence in TOR pathway yeast screen; S. cerevisiae CIT2-GFP strain, flow cytometry, 3 h; 100 means same as DMSO wells; GFP response vs DMSO, % at 10 µM; 0.065% of 320,000 active; AID 2029;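 active = GFP response relative to DMSO above a set limit, near the screen mean plus 3 SD, cut at about 150% in these data; inconclusive = Fewer than 70 cells measured for a yeast strain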;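 note: ratio of well median GFP fluorescence to mean of DMSO wells on the plate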
MCL1 BIM primary = MCL1-BIM-BH3 interaction inhibition (human); Q07820; GST-MCL1 / FITC-Bim-BH3 fluorescence polarization; inhibition, % at 10.9 µM; 0.68% of 320,000 active;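 active = inhibition above the mean inhibition of all tested compounds plus 3 SD, set per campaign, cut at about 40% in these data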;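 note: 0% = DMSO wells and 100% = unlabeled Bim-BH3 peptide control; higher means more loss of mP so more displacement of Bim peptide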
Target sequence (Q07820 whole entry, looked up): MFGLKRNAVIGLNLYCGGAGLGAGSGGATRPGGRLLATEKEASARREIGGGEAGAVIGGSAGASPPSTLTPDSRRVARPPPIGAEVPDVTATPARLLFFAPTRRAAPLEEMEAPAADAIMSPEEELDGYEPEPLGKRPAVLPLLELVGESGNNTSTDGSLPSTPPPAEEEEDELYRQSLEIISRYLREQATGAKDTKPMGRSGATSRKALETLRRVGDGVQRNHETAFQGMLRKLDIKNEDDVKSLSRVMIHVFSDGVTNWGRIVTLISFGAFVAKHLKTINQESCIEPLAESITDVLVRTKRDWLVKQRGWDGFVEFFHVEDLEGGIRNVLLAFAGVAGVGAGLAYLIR
GLD-1 TGE inh = GLD-1-TGE RNA interaction inhibition (C. elegans). Q17339. purified GLD-1 + fluorescein TGE RNA, fluorescence polarization. inhibition, % at 5.96 µM. 0.44% of 320,000 active. AID 2280;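 active = percent inhibition above a per-plate cutoff, the plate mean of test compounds plus 3 SD, cut at about 30% in these data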;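 note: 0% = DMSO wells with GLD-1 and probe and 100% = wells lacking GLD-1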
An asterisk follows results filed as active; ? = inconclusive; . = not tested or not shown.

SMILES	GRK2 inh	MEX-5 binding	AGP1-GFP MLPCN	VLA-4 inh	Fam108B counter	Bcl-xL primary	CIT2 TOR yeast	MCL1 BIM primary	GLD-1 TGE inh
CC1(C(=O)O)C=CCN1C(=O)c1ccccc1 (centres undefined)	1	1.5	90	36	0	-4	96	-3	0
C[C@H](NC(=O)N1CCn2c1nc1ccccc12)C(=O)NCc1ccco1	3	-2.2	109	20	0	6	104	0	3
C[C@H](CO)N1C[C@H](C)[C@@H](CN(C)C(=O)Nc2ccc(C(F)(F)F)cc2)Oc2ccc(NS(=O)(=O)c3ccc(F)cc3)cc2C1=O	1	.	89	-7	.	.	89	.	4
O=C(CSc1ccc(Br)cc1)NC1CCS(=O)(=O)C1 (centres undefined)	2	-1.1	106	-16	-3	-4	96	-8	1
CCOc1ccc(CNC(=O)c2ccco2)cc1	1	-5.9	?	4	8	1	89	-1	2
O=C(NCc1ccco1)c1cc(-c2ccccc2)on1	0	1.5	98	-3	0	1	98	-8	-3
CCOC(=O)C1CCCN(CC(=O)Nc2c(C(=O)OC)[nH]c3ccc(Cl)cc23)C1 (centres undefined)	0	-1.5	91	-2	6	-2	93	1	-2
Cc1ccc(C2C(=O)N(C3CCC(C)CC3)CC(=O)N2C2CCCC2)cc1 (centres undefined)	7	1.4	107	18	2	-1	102	-2	1
COc1ccc(C(=O)CSc2nnc(C3CC3)n2N)cc1	1	0.0	103	-3	-1	2	.	-3	5
O=[N+]([O-])c1cccc(-c2nnc3n2CCCCC3)c1	6	0.6	95	-5	-5	2	96	4	-2
CCCc1n(CC(O)COCc2ccccc2)c2ccccc2[n+]1C (centres undefined)	0	1.1	96	-16	2	-10	92	-15	-3
O=c1[nH]c(-c2ccccc2)nnc1-c1ccccc1	1	2.7	103	1	1	4	118	-1	1
Cc1cc(OC(=O)CNC(=O)OC(C)(C)C)c2c(C)cc(=O)oc2c1	0	-2.0	104	7	2	5	110	7	1
C=CCn1c(C)nnc1SCC(=O)Nc1nccs1	0	0.7	101	-5	4	7	109	7	7
Cc1ccc2[nH]c(=O)c(C(c3nnnn3CC3CCCO3)N3CCc4ccccc4C3)cc2c1 (centres undefined)	1	-3.6	99	-7	2	26	89	25	4
O=C(COC(=O)c1ccccc1C(=O)c1ccc(Cl)c([N+](=O)[O-])c1)NC1CC1	2	-2.6	108	40	-3	-4	114	-3	-12
Cc1c(Cl)c([N+](=O)[O-])nn1CC(=O)Nc1c(C)n(C)n(-c2ccccc2)c1=O	0	1.0	101	9	-4	1	100	-2	1
O=C(Nc1sc2c(c1C(=O)O)CCCCC2)c1ccccc1F	2	0.3	88	6	-3	12	107	17	1
O=C(CCCN1C(=O)/C(=C/c2cccs2)SC1=S)Nc1ccc(O)cc1	1	-0.5	100	19	-3	1	99	1	8
CC(C)(C)c1ccc(/C=C/C(=O)NCCCn2ccnc2)cc1	0	6.4	96	7	1	1	101	-3	1
Cc1ccc(C(c2sc3nc(C)nn3c2O)N2CCOCC2)cc1 (centres undefined)	2	-1.8	93	-1	-1	5	95	5	7
CC12CCC(=O)N1C(C(=O)NNC(=O)c1ccccc1F)CS2 (centres undefined)	6	.	97	-7	.	6	98	3	-6
CCC(=O)NC(=S)Nc1ccc(S(=O)(=O)N2CCN(C)CC2)cc1	0	-0.9	97	-11	-4	2	95	10	-2
COc1ccc(Nc2nc(N)nc(CSCCO)n2)cc1	0	-2.7	96	4	2	6	91	4	-1
COc1ccccc1N1CCN(C(=O)CSc2nnc(NC(=O)C3CCC3)s2)CC1	0	-0.3	100	-9	-3	7	104	5	1
O=[N+]([O-])c1ccc(/C=N/Nc2ccccn2)cc1	0	0.5	91	4	-5	-9	90	-20	-4
CC(C)CCNC(=O)CN(CCN1CCOCC1)C(=O)Cn1nnc(-c2ccc(F)cc2)n1	.	-1.6	115	-5	-1	2	111	6	2
Cc1onc(-c2c(Cl)cccc2Cl)c1C(=O)NCCc1ccncc1	28	-0.7	88	1	-2	-2	87	-2	-9
CC(C)c1ccc(/C=N/n2c(-c3ccccc3)n[nH]c2=S)cc1	.	0.8	90	13	1	-3	99	-14	3
NC(=O)CSc1nnc(Cn2c(=O)sc3ccccc32)n1-c1ccccc1	0	-1.2	104	-5	-1	1	107	0	1
CCOC(=O)c1ccc(NC(=O)C2CCN(C(=O)c3ccc(OC)c(OC)c3)CC2)cc1	0	-1.3	98	-2	-4	-1	105	-4	-5
O=C(O)c1cccc(Nc2c([N+](=O)[O-])c(=O)oc3ccccc23)c1	0	-2.8	97	-3	2	7	92	7	3
Cc1ccc(C2CC(=O)NC(SCC(=O)Nc3nccs3)=C2C#N)cc1 (centres undefined)	1	-1.2	105	-9	6	2	100	-5	8
COc1ccc(-c2cc(C#N)nc(N3CCN(C)CC3)n2)cc1	0	0.0	97	8	-1	0	100	5	1
O=C(Cn1cncn1)c1ccccc1Br	1	-0.5	105	-4	1	0	103	0	-42
CCc1ccc(/C(C)=N\Nc2ccc([N+](=O)[O-])cc2)cc1	0	1.0	92	-75	1	-52	92	-88	-19
Cc1nn(CC(=O)O)c(=O)c2ccccc12	5	-1.8	104	-4	1	1	108	4	3
COc1ccc(CN2CCC(C(=O)N3CCCC(C)C3)CC2)cc1OC (centres undefined)	0	0.3	95	10	-2	-4	90	-14	-5
CCCN(CCC)S(=O)(=O)c1ccc(C(=O)N2CCOCC2)cc1	6	0.8	108	9	-1	4	95	3	6
CCN(CC(=O)Nc1ccc2c(c1)OCCO2)C(=O)c1ccc(Cl)cc1Cl	0	-0.1	110	23	1	0	97	-4	0
COc1ccc(OC)c(S(=O)(=O)NCC(=O)NC2CCCCCC2)c1	3	.	110	38	.	-1	103	0	4
Clc1ccc(C2Nc3cccc4cccc(c34)N2)cc1	0	-3.9	93	-18	28*	44*	79	67*	14
COc1ccccc1CCNC(=O)Cn1ccc2cc(S(=O)(=O)N3CCCC3)ccc21	0	-4.9	98	-3	-3	3	95	-2	-3
CN(C)c1ccc(C#Cc2ccc3cc(CCCO)oc(=O)c3c2)cc1	2	.	84	-20	.	-7	90	-5	4
Cc1cc(NC(=O)c2cc(-c3ccc4c(c3)OCO4)on2)n(-c2ccccc2)n1	0	0.6	.	4	-5	7	106	3	6
Cc1sc2nc(-c3ccccn3)[nH]c(=O)c2c1-c1ccccc1	2	-2.1	74	0	-3	7	77	5	7
Cc1cc(C(F)(F)F)nc(-n2cc(-c3cccc(N)c3)nn2)n1	0	0.3	101	0	-1	4	93	4	5
Nc1nc(C2CCCN2S(=O)(=O)c2ccc(Cl)cc2)cs1 (centres undefined)	0	-2.4	91	6	-2	0	91	-7	8
O=C(OCC(=O)N(Cc1ccccc1)Cc1ccccc1)c1cccc(O)c1	2	.	107	-2	.	-1	109	-4	3
O=C(NCCc1c[nH]c2ccccc12)c1cc([N+](=O)[O-])cc([N+](=O)[O-])c1	1	-0.1	98	0	0	1	104	8	-8
CC(C)c1ccc(C(CC(=O)c2ccc(Cl)cc2)C(=O)O)cc1 (centres undefined)	0	2.1	90	25	5	8	86	6	-4
CC(=O)N1CCc2cc(C(=O)CN3CCCN(Cc4ccc(F)cc4)C3)ccc21	0	1.6	97	11	0	4	96	3	0
Cn1cnnc1SCC(=O)Nc1ccccc1Sc1ccccc1	3	0.7	105	13	-1	9	106	7	-1
COCCCn1c(=O)c2ccccc2n(Cc2cccc(C)c2)c1=O	0	0.4	98	5	5	-1	95	6	-7
Cc1[nH]n(-c2ccccc2)c(=O)c1/C=N/N1C(=O)c2ccc3c4c(ccc(c24)C1=O)CC3	6	-2.0	90	16	0	11	114	25	5
COc1ccc(C2SCC(C(=O)O)N2C(C)=O)cc1OC (centres undefined)	2	4.0	121	-12	1	0	121	2	-1
CCCc1cc(=O)oc2c(C)c(OCC(=O)NC3CCN(Cc4ccccc4)CC3)ccc12	0	-0.5	100	1	1	3	103	6	1
CCOc1ccc(/C=C2\SC(=S)N(CCC(=O)O)C2=O)cc1	2	1.1	98	1	6	12	104	6	6
Cc1cccn2c(=O)c(/C=C3\SC(=S)NC3=O)c(NCCCN3CCOCC3)nc12	1	.	99	-26	0	-97	98	-164	-139
Cc1ccccc1OCCn1c(S(=O)(=O)O)nc2c(N)ncnc21	1	-0.5	93	6	4	7	103	8	0

Following part
SMILES	GRK2 inh	MEX-5 binding	AGP1-GFP MLPCN	VLA-4 inh	Fam108B counter	Bcl-xL primary	CIT2 TOR yeast	MCL1 BIM primary	GLD-1 TGE inh
CC(=O)Oc1ccc(C(=O)Nc2ccc3c(c2)C(=O)N(CCC(=O)O)C3=O)cc1	2	.	100	7	-3	-3	107	-2	-2
CC(C)C(OC(=O)c1ccccc1)c1nccc2ccccc12 (centres undefined)	1	1.4	97	13	0	-3	84	0	2
Cc1cccn2c(=O)c3cc(C#N)c(=N)n(Cc4ccncc4)c3nc12	2	-1.4	102	-4	7	4	.	8	8
CN(c1ccccc1)S(=O)(=O)c1cccc(C(=O)Nc2nccs2)c1	3	-2.4	99	-8	-1	-3	110	3	-4
Cc1cccc(NC(NC(=O)c2ccccn2)C(Cl)(Cl)Cl)c1 (centres undefined)	4	1.5	99	9	4	7	98	6	-4
Cc1ccc(N=C2C(=O)Nc3ccccc32)cc1C	6	-2.1	93	10	2	1	96	2	3
Cc1ccc(S(=O)(=O)NC(=O)COc2ccccc2C)cc1	0	.	100	2	3	6	90	-2	2
Cc1ccc(C(=O)N2CCN(Cc3ccc4c(c3)OCO4)CC2)cc1C	3	1.0	96	12	-1	1	97	3	2
CCOC(=O)c1c(C(=O)OCC)c(C)n(Cc2cc(OC)c(OC)c(OC)c2)c1C	3	1.3	103	.	2	-3	100	1	-7
COc1ccc(/C=N/NC(=O)c2nc(-c3ccccc3)cc(-c3ccccc3)n2)cc1	3	-0.4	89	4	-26	8	98	4	2
COc1ccc(C(=O)N/C(=C\c2ccc3c(c2)OCO3)C(=O)N2CCOCC2)cc1	2	-1.2	107	14	0	0	107	1	1
C=CC[C@@H](CC(=O)N(CCO)Cc1ccccc1)C(=O)NC[C@H](OC(=O)[C@@H](CC=C)Cc1ccc(F)cc1)c1ccccc1	6	.	101	-2	.	.	97	.	8

Three of the entries above in order of the MCL1 BIM primary value, rising.
smiles | MCL1 BIM primary
COc1ccc(C(=O)N/C(=C\c2ccc3c(c2)OCO3)C(=O)N2CCOCC2)cc1 | 1
Cc1cccc(NC(NC(=O)c2ccccn2)C(Cl)(Cl)Cl)c1 (centres undefined) | 6
Cc1cccn2c(=O)c3cc(C#N)c(=N)n(Cc4ccncc4)c3nc12 | 8

New compounds follow:
SMILES	GRK2 inh	MEX-5 binding	AGP1-GFP MLPCN	VLA-4 inh	Fam108B counter	Bcl-xL primary	CIT2 TOR yeast	MCL1 BIM primary	GLD-1 TGE inh
CCN(CC)c1ccc(/C=N/NC(=O)CNC(=O)c2cccs2)cc1	0	1.5	102	4	-3	-6	99	-3	8
CCS(=O)(=O)N1CCN=C1SCc1cccc(F)c1	3	0.2	105	4	2	2	97	5	0
CC[N+](C)(C)CCN(Cc1ccc(Cl)cc1)c1ccccn1	0	1.2	102	-9	4	0	111	0	-6
O=C1NC[C@H](c2ccccc2)OC(=O)[C@@H](Cc2ccc(F)cc2)CC/C=C/C[C@@H]1CC(=O)N(CCO)Cc1ccccc1	1	.	108	-6	.	.	103	.	0
COc1cc2[nH]c3c(Cl)ncnc3c2cc1OC	5	-0.2	105	-5	4	-1	107	-5	1
CCOc1ccc(CNC(=O)Cn2ccc3cc(S(=O)(=O)N4CCCC4)ccc32)cc1	2	-1.0	93	3	1	8	97	2	-2
